DNA FID counter: fluorescent intercalator displacement, NS3 helicase counter-screen; inhibition, % at 7.9 µM; 290,000 tested, 0.17% active; DNA fluorescent intercalator displacement, fluorescence; in the data active = inhibition above about 37%;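 note: 0% = vehicle and 100% = reference compound; higher means more ethidium bromide displaced from hairpin DNA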
V1R ag counter: V1a receptor agonism, counter-screen for OXTR agonists; P37288; CHO-V1R cells, Fluo-8 calcium fluorescence, agonist mode; 0% DMSO, 100% 3 nM vasopressin; activation, % at 3 µM; 320,000 tested, 0.25% active;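 active = activation above the mean activation of all tested compounds plus 3 SD, per screening run, cut at about 20% in these data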;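 note: signal is peak over basal fluorescence ratio across a 100 second FLIPR read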
Target sequence (P37288 whole entry, looked up): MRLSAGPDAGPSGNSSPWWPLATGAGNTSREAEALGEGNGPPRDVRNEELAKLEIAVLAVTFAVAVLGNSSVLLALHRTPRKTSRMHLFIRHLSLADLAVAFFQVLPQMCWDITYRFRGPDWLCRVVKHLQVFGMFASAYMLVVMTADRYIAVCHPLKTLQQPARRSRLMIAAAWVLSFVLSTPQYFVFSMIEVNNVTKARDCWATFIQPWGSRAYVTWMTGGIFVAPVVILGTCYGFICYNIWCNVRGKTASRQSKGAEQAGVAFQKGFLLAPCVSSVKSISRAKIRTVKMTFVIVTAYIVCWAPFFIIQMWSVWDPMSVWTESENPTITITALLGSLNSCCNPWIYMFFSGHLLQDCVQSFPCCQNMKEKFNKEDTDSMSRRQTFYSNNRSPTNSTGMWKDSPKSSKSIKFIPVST
OXTR ag: agonists of human oxytocin receptor; CHO-OTR cells, Fluo-8 calcium fluorescence; normalized: DMSO 0%, oxytocin 100%; activation, % at 3 µM; 320,000 tested, 0.32% active; AID 2435;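 active = activation above the mean of all tested compounds plus 3 SD, cutoff set per screening run, cut at about 20% in these data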;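 note: peak over basal fluorescence ratio from a 100 s FLIPR kinetic read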
GPR7 antagonist: human neuropeptides B/W receptor 1 antagonism. P48145. GPR7-expressing cells, fluorescence antagonist assay. 290,000 tested, 1.1% active. inhibition, % at 4.4 µM; in the data active = inhibition above about 16%, passing the limit was not always enough;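 note: cells stimulated with the agonist NPW; 0% = agonist with vehicle and 100% = vehicle without agonist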
PHOSPHO1 block: PHOSPHO1 (human) inhibition. Q8TCT1. AID 1565. inhibition, % at 13.3 µM. 290,000 tested, 1.1% active. recombinant PHOSPHO1, absorbance phosphatase assay; in the data active = inhibition above about 60%
Target sequence (Q8TCT1 whole entry, looked up): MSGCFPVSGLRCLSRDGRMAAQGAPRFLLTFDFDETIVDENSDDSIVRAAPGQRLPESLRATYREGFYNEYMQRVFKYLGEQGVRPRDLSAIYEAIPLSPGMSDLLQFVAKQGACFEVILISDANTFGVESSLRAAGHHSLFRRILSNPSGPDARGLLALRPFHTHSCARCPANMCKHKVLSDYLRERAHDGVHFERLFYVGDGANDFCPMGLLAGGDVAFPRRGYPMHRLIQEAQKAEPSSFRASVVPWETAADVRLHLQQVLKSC
HCV NS3 hel inh: blocks Hepatitis C virus NS3 helicase unwinding; AID 1800; 290,000 tested, 0.56% active; inhibition, % at 10.9 µM; NS3 helicase DNA unwinding, Cy5 molecular beacon fluorescence;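 active = inhibition above the mean of all tested compounds plus 3 SD, set per campaign, cut at about 35% in these data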;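 note: 0% = DMSO wells and 100% = thioflavine S control wells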
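test system = hepatitis C virus NS3 helicase domain fragment enzyme | reagent = annealed dual-labelled DNA beacon duplex, ATP-started | times = 1 h at 25 °C | detection = Cy5 fluorescence, 0 and 60 min reads | read-out basis = percent inhibition from t60/t0 fluorescence ratio | control set = DMSO and thioflavine S | replication = one well per compound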
GalR3 antag: blocks the human galanin receptor 3 | 360,000 tested, 0.44% active | O60755 | inhibition, % at 3 µM | HEK293 GalR3-CNG cAMP membrane potential fluorescence; galR3 body fused to GalR1 C-terminus;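 active = inhibition above the screen-wide average plus 3 SD, cut at about 13% in these data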;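 note: forskolin and galanin both at EC90 stimulate the cells; cAMP rise reported by CNG channel membrane potential dye signal; 0% = forskolin plus galanin with DMSO and 100% = forskolin alone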
Target sequence (O60755 1-299 limits assumed): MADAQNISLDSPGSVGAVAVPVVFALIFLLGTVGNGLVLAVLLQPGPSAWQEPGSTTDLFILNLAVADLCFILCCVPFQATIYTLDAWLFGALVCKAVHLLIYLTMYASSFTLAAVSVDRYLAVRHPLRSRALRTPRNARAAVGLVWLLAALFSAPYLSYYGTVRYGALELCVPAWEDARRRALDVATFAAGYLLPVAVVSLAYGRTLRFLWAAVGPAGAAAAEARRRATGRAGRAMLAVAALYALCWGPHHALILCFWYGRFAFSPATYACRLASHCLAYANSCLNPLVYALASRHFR
IMP-1 inh: blocks Pseudomonas aeruginosa IMP-1 metallo-beta-lactamase. 290,000 tested, 0.45% active. inhibition, % at 5.6 µM. purified IMP-1, nitrocefin hydrolysis, epi-absorbance fluorescence;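 active = inhibition above the mean plus 3 SD of all compounds in the same screening run, cut at about 4.5% in these data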;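 note: 0% = IMP-1 with DMSO and 100% = DMSO wells lacking enzyme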
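assay system = purified recombinant IMP-1 metallo-beta-lactamase enzyme | schedule = 15 min preincubation plus 25 min reaction at 25 °C | signal = Epi-absorbance fluorescence, 480 nm excitation, 530 nm emission | read-out basis = percent inhibition from optical density relative to buffer-blank wells | controls = IMP-1 with DMSO as 0%, enzyme-free DMSO as 100%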
VIM-2 inh: inhibitors of Pseudomonas aeruginosa VIM-2 metallo-beta-lactamase; purified VIM-2, nitrocefin hydrolysis, epi-absorbance fluorescence; inhibition, % at 5.6 µM; 290,000 tested, 0.89% active;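 active = inhibition above the mean of all tested compounds plus 3 SD, cutoff set per screening run, cut at about 7.5% in these data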;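 note: red hydrolysis product quenches plate fluorescence so inhibitors raise well fluorescence; 0% = enzyme with DMSO and 100% = DMSO without enzyme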
* marks the source's active call; other numbers are inactive results; · = not tested or not shown.

SMILES	DNA FID counter	V1R ag counter	OXTR ag	GPR7 antagonist	PHOSPHO1 block	HCV NS3 hel inh	GalR3 antag	IMP-1 inh	VIM-2 inh
CS(=O)(=O)N(CC(=O)Nc1ccc(F)cc1F)c1cccc([N+](=O)[O-])c1	1	-0.8	0.4	-4	47	-4	-5	-5.6	-4.6
CCCCc1cc(=O)oc2c(C)c(OCC(=O)N3CCC(C(N)=O)CC3)ccc12	-30	0.4	0.4	-6	18	7	-2	-1.2	-1.3
Cc1cccc(NC(=O)c2onc3c2CCCC3)c1C	-3	-0.8	-2.8	-9	2	-5	-3	-0.8	0.7
Cc1n[nH]c(=S)n1/N=C/c1ccccc1OCc1ccc(Cl)cc1	-14	-0.4	-2.3	-2	-59	-5	7	-3.5	-1.0
CC1(C(=O)O)CCC(C(=O)N2CCOCC2)C1(C)C (stereo not given)	-4	0.2	-0.7	-12	15	3	-3	-1.7	-3.6
O=C(c1coc(=O)c(Br)c1)N1CCCc2ccccc21	-2	0.6	0.3	-9	23	15	-1	-2.7	-3.0
CC(C)N1C(=O)N(c2ccccc2)C(C)(O)CC1(C)C (stereo not given)	-3	-0.4	-2.1	-15	-3	-7	-2	-3.1	-1.9
Cc1ccc(C)c2c1cc(C)c1nnc(SCC(=O)Nc3nc4c(s3)CCCC4)n12	-10	-0.6	-2.0	-4	3	6	-1	-2.3	0.0
O=C1Cc2cc(S(=O)(=O)NCc3ccccc3Cl)cc3c2N1CCC3	-21	1.1	2.1	-10	47	15	0	-1.6	-3.1
COC(=O)c1ccc(OCC(=O)N2CCCc3ccccc32)cc1	-33	2.1	2.0	-7	16	13	-3	-6.0	-2.5
Cc1nc(NC(=O)CSc2nnc(N)s2)c(Cl)cc1Cl	-2	0.7	0.4	-6	-74	3	-3	-3.0	-4.0
Cc1ccc(C2=Nc3ccccc3NC(C)(c3ccc(C)o3)C2)o1 (stereo not given)	-1	0.0	-0.6	-8	12	-2	1	-1.3	-0.5

Profiles, quoted from the list:
Cc1nc(NC(=O)CSc2nnc(N)s2)c(Cl)cc1Cl across the screens: DNA FID counter = -2; V1R ag counter = 0.7; OXTR ag = 0.4; GPR7 antagonist = -6; PHOSPHO1 block = -74; HCV NS3 hel inh = 3; GalR3 antag = -3; IMP-1 inh = -3.0; VIM-2 inh = -4.0
CCCCc1cc(=O)oc2c(C)c(OCC(=O)N3CCC(C(N)=O)CC3)ccc12 across the screens: DNA FID counter = -30; V1R ag counter = 0.4; OXTR ag = 0.4; GPR7 antagonist = -6; PHOSPHO1 block = 18; HCV NS3 hel inh = 7; GalR3 antag = -2; IMP-1 inh = -1.2; VIM-2 inh = -1.3

More structures
SMILES	DNA FID counter	V1R ag counter	OXTR ag	GPR7 antagonist	PHOSPHO1 block	HCV NS3 hel inh	GalR3 antag	IMP-1 inh	VIM-2 inh
Cc1cc(C)cc(NC(=S)NC2CC3CCC(C2)N3Cc2ccco2)c1 (stereo not given)	18	2.1	3.1	-6	-4	-20	-7	-0.3	1.2
Cc1ccc(N2CC(=O)N(NC(=O)c3sc4nc(C)cc(C)c4c3N)CC2=O)cc1	-19	0.1	-0.9	-7	46	-3	0	-4.8	-1.4
COC(=O)c1c(NC(=O)COC(=O)CNC(=O)C2CCCCC2)sc(C)c1C	-10	-0.7	-2.3	-13	-7	-14	-4	-2.0	-3.4
CC(CC(=O)Nc1nccs1)c1ccccc1 (stereo not given)	-6	0.9	0.9	-5	14	6	-1	-4.9	-2.0
Cc1ccc(C)c(CSc2nc(-c3ccco3)nc3c2c(=O)n(C)c(=O)n3C)c1	-4	·	·	-2	4	3	·	-2.5	-0.2
C(=C\c1ccccc1)/C=N/Nc1nc(N2CCOCC2)nc(N2CCOCC2)n1	-24	-1.1	-0.9	-10	4	-1	0	-1.9	-6.3
CC1=CC(C)(C)NC(=S)N1C(C)c1ccccc1 (stereo not given)	-14	-0.3	-0.8	5	24	-5	-5	-3.3	-4.0
O=C(Nc1nnc(CCS(=O)(=O)c2ccc3ccccc3c2)s1)c1cccs1	-2	-0.9	-1.2	1	-7	4	9	-4.4	-5.4
O=C(Nc1ccc(C(=O)O)cc1)Nc1ccc([N+](=O)[O-])cc1	1	0.2	1.2	-13	3	0	-10	-3.1	-0.7
Cc1ccc2nc(N(CCCN(C)C)C(=O)c3ccc(S(=O)(=O)N4CCCCCC4)cc3)sc2c1	28	17	14	24	38	-68	-2	-2.4	-0.8
Cn1c(N/N=C\c2cccc(O)c2)cc(=O)n(C)c1=O	-3	-0.1	-1.4	5	17	4	-4	-3.4	-1.9
COc1cc(Cl)c(C)cc1NC(=O)c1ccc(S(C)(=O)=O)cc1	-9	0.2	-0.2	10	-3	6	-6	0.1	0.3
COc1ccc(NC(=O)CN(C)S(=O)(=O)c2ccccc2)c([N+](=O)[O-])c1	7	2.6	0.4	-1	30	3	-4	-1.2	-2.4
O=C(Nc1ccncc1)c1sc2ccccc2c1Cl	-2	1.4	-0.6	-3	-12	5	7	-2.3	-2.4
COc1ccc(Nc2nc(NC(C)(C)C)nc(N3CCOCC3)n2)c(OC)c1	-20	-1.6	-2.0	-25	29	-8	-3	-3.3	-2.9
COc1nn(CC(=O)N2N=C(C)CC2(O)C(F)F)cc1[N+](=O)[O-] (stereo not given)	2	0.4	-0.4	-3	-13	5	-3	-2.2	-0.9
COC(=O)C(C)Sc1nc(NCc2ccccc2)nc(N(C)C)n1 (stereo not given)	-14	-0.5	-2.4	12	28	-9	-2	1.4	0.9
Cc1ccccc1OCCn1c(CCNC(=O)C(C)C)nc2ccccc21	-16	0.5	1.6	1	4	-3	-3	0.1	-0.9
O=C(c1ccc2c(=O)n3c(nc2c1)CCCCC3)N1CCCCC1	-33	0.2	0.7	1	36	5	-7	-4.1	-5.0
Cc1ccc(-c2nnn(CC(=O)N(CC3CCCO3)C(C(=O)NC3CCCC3)c3ccc(O)cc3)n2)o1 (stereo not given)	-28	0.7	-0.3	-13	22	1	0	-2.6	-3.8
COc1ccc(C(=O)NC2CCN(S(=O)(=O)c3ccc(F)cc3)CC2)cc1	-18	-0.9	-1.1	-17	9	5	-1	-3.2	-2.0
O=C(NNC(=S)Nc1ccccc1)c1cccc(Br)c1	-1	6.8	7.5	-5	89*	-2	-4	0.6	-4.8
COc1cc(NS(=O)(=O)c2ccc(NC(=O)c3ccc([N+](=O)[O-])cc3)cc2)ncn1	9	1.9	0.5	-9	23	3	0	0.3	-1.9
COc1ccc(OC2CCN(S(=O)(=O)c3ccccc3)CC2)cc1	-22	3.0	1.4	17	13	2	-9	-0.3	-0.2
CN1CCCC(OC(=O)c2ccc3c(c2)OCCO3)C1 (stereo not given)	-1	·	·	-4	35	-4	6	-3.0	-5.9
CCC(O)C1CCN(Cc2cn(-c3ccc(OC)cc3)nc2-c2cccc(F)c2)CC1 (stereo not given)	25	13	18	9	27	-45	-8	-1.6	-1.3
Cc1cc2cc(C)c3nnc(SCC(=O)Nc4ccc(S(=O)(=O)N5CCCCC5C)cc4)n3c2cc1C (stereo not given)	7	0.2	-1.4	3	-1	4	-1	-2.2	-2.6
CCCCn1c(-c2csc(CCC)c2)n[nH]c1=S	-16	-0.9	-2.5	-9	-33	2	-5	-2.7	0.6
Cc1nn(C)c(-c2n[nH]c(=S)n2-c2ccccc2)c1Cl	-16	0.1	-1.4	-11	14	-11	-1	-2.4	3.5
CC(C)CCn1c(=O)c2c(nc3n2CCCN3Cc2ccccc2)n(C)c1=O	-37	0.5	0.4	-12	44	11	-10	-2.9	0.2
CN(O)/C=N/C(=S)Nc1ccc(Cl)cc1Cl	1	0.3	0.4	-8	51	-3	-6	-0.5	-1.2
Cc1cc(C)n(-c2nnc(C)n2/N=C/c2ccccc2O)n1	2	0.1	-0.1	6	12	-3	-9	-1.0	-5.6
O=C(CCN1C(=O)/C(=C/c2ccc(Cl)cc2)SC1=S)Nc1cccnc1	-8	0.3	1.3	-17	2	-5	-7	-0.8	0.5
O=C(Nc1ccccc1)c1ccccc1OS(=O)(=O)c1ccccc1	-7	-0.1	-1.6	-8	23	18	-1	-3.5	-0.8
COc1ccc(/C=C2/SC(=O)N(CCNC(=O)CC(NC(C)=O)c3ccccc3)C2=O)cc1 (stereo not given)	-1	-0.4	-0.4	-12	-4	0	-5	-3.0	-1.9
O=C1CN(C(=O)c2ccc(Cl)nc2)c2ccccc2N1	-2	-0.3	0.4	11	45	7	-5	-0.6	0.9
NS(=O)(=O)c1ccc(NC(=S)NC(=O)/C=C/c2cccs2)cc1	-4	1.2	0.0	4	12	8	-6	-1.7	-1.6
COc1ccc(CCNC(C(=O)Nc2cc(C)cc(C)c2)c2ccccc2)cc1 (stereo not given)	8	2.1	2.2	-6	23	-89	2	-1.0	-1.4
CN1CCN(S(=O)(=O)c2cccc(C(=O)NCc3ccccc3Cl)c2)CC1	9	0.0	-0.1	-5	1	-12	9	-1.6	0.3
FC(F)(F)c1nc2ccccc2n1CCNc1nc(CN2CCCCC2)cs1	8	-0.1	-0.9	3	31	12	-4	0.1	0.9
CCOC(=O)c1snc(-c2ccc(F)cc2)c1N	3	-1.5	-0.9	-12	-12	3	0	-1.3	-0.4
CCCOc1ccccc1N/C(=N/c1nc(C)cc(C)n1)NC(=O)Nc1ccc(Cl)cc1	0	0.0	-0.1	-3	1	3	-1	0.0	-2.9
Cc1cc(OCC(=O)NC(Cc2c[nH]c3ccc(O)cc23)C(=O)O)c2c(C)c(C)c(=O)oc2c1 (stereo not given)	-26	-0.3	0.4	-8	14	12	-3	-4.3	1.7
O=S(=O)(c1cccc(-c2csc(-c3cccnc3)n2)c1)N1CCOCC1	-25	-0.6	-1.8	-6	27	-10	12	-2.4	-2.4
Cc1noc(NS(=O)(=O)c2ccc(NC(=O)C(CC(C)C)N3C(=O)c4ccccc4C3=O)cc2)c1C (stereo not given)	-28	0.9	0.7	-15	28	30	-3	-1.9	-2.3
CCc1nc(SCC(=O)N2CCCC2)c2ccccc2n1	-17	-0.1	0.2	-9	6	0	1	0.6	-0.8
CCNS(=O)(=O)c1ccc(NS(=O)(=O)c2cc(C)ccc2C)cc1	-3	1.2	0.1	-7	11	-4	7	-1.8	-3.4
CSc1ccccc1NC(=O)CN(c1ccccc1Br)S(C)(=O)=O	-9	-0.1	0.3	-7	30	0	-4	-3.7	2.2
COc1ccc(NC(=S)N/N=C/c2cccn2Cc2ccc(F)cc2Cl)cc1	-8	-0.3	-0.7	-9	20	-8	-2	-2.4	0.7
NNC(=O)C(Cc1ccc(O)cc1)N1Cc2ccccc2C1=O (stereo not given)	-25	1.9	1.9	-7	20	2	-3	-4.0	-4.6
CCC1Oc2ccc(C)cc2N(CC(=O)N(Cc2ccncc2)Cc2ccco2)C1=O (stereo not given)	-27	-0.5	-1.8	-4	1	9	-7	-0.6	-3.1
COc1ccc(-c2cc(C(=O)Nc3c(C)n(C)n(-c4ccccc4)c3=O)c3ccccc3n2)cc1	-36	1.3	1.6	-10	19	-8	-8	-2.6	-1.5

Screening results: PubChem BioAssay, several laboratories
